IMPase Li cell = membrane-permeable IMPase blocker, potentiated with lithium; CHO-M1 cells, IP1 TR-FRET (IP-One), carbachol + lithium; Potency, µM (doses to about 59.4 µM), for the others: at the top dose activity, negative = IMPase inhibition, most hits filed as inhibitors; actives 0.35% (n = 210,000); AID 1457;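 note: IP1 builds up when IMPase is blocked and the TR-FRET signal falls; potency is the fitted concentration of half-maximal effect; plate controls were basal vehicle for no effect and high inhibitor control for full effect; nearly all actives have a fitted effect of over 50% in size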
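Steps: plate 2000 CHO-M1 cells per well and culture 16–30 h; add compound and lithium; incubate 30 min, 37C; add d2-IP1 tracer and Eu cryptate anti-IP1 antibody in lysis buffer; read after 10 min at room temperature.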
GLA spleen mod = inhibitors or activators of human alpha-galactosidase in spleen homogenate. P06280. human spleen homogenate, 4MU-alpha-Gal fluorescence, 40 min. Potency, µM (doses to about 80 µM), for inactives: top-dose activity change, negative = inhibition, usual class: inhibitors. actives 0.008% (n = 240,000). AID 2107;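 note: potency is the fitted concentration of half-maximal effect; 0% = enzyme with vehicle and -100% = no enzyme basal signal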
Target sequence (P06280 32-429 limits assumed): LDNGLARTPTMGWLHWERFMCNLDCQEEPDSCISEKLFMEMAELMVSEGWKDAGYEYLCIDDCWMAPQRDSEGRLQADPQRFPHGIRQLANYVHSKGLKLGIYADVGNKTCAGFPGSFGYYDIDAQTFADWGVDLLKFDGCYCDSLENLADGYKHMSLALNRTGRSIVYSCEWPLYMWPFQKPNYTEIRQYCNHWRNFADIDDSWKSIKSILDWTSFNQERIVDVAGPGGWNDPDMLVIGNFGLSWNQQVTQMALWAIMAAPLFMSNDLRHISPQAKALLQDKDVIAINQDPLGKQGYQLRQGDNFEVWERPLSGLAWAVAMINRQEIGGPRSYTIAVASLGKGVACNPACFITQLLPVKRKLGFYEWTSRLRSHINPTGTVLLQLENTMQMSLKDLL
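Human spleen homogenate (1 ug) as enzyme source, 4-methylumbelliferyl-alpha-D-galactopyranoside 1 mM final, citrate/phosphate pH 5.0 with 0.01% Tween-20. Compounds 40 min at 37C, NaOH/glycine stop; fluorescence Ex 365/Em 440, Hill-fit AC50.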
CBFb-RUNX1 inh = blocks binding between human CBF-beta and RUNX1; AlphaScreen CBFb-His/RUNX1-biotin binding, biochemical; 230,000 tested, under 10 active; AID 1477; Potency, µM (top dose mostly 59.8 µM), without a hit: top-dose activity, negative = inhibition, actives largely listed as inhibitors; Q01196+Q13951; note: % of control where 0% means no effect
Target sequence (Q01196 whole entry, looked up): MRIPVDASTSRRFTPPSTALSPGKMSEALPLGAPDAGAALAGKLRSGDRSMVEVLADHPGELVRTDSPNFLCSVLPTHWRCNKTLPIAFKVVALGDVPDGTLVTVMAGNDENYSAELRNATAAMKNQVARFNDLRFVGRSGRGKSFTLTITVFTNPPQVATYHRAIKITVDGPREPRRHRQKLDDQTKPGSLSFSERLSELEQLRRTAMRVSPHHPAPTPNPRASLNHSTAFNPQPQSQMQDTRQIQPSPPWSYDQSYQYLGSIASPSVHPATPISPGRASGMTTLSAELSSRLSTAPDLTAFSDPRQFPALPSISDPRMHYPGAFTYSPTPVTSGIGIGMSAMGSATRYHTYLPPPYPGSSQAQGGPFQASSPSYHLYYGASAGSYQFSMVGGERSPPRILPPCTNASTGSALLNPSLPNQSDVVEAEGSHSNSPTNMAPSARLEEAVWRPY
Target sequence (Q13951 whole entry, looked up): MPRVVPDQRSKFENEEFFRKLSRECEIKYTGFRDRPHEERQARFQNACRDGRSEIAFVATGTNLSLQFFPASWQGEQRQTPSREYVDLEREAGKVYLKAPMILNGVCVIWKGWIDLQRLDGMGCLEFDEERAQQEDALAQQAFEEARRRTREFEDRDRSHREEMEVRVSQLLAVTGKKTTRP
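Compounds were screened at multiple concentrations against a preformed CBF-beta(His)/RUNX1(biotin) complex (30 nM of each) for 15 min at room temperature, followed by 90 min with nickel and streptavidin beads and AlphaScreen reading.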
Lamin A splicing = LMNA splicing modulation | actives 0.01% (n = 200,000) | HeLa LMNA splicing GFP/RFP minigene ratio, 48 h | Potency, µM (series often up to 46.1 µM), for the others: at the top dose ratio change, negative = inhibition, hits mostly inhibitors; active = well fitted inhibition curve with a large enough effect in the signal ratio, with a control signal flat, not every such curve was filed as active; inconclusive = small, poorly fitted or top-dose-only effect, or effect the other way, or a change in a side signal; the % refers to the signal ratio; note: potency is the fitted concentration of half-maximal effect; % is set by controls: 0 for no effect and ±100 for the full control effect
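S3 HeLa stable clones carrying a lamin A-EGFP splicing minigene plus DsRed2 were seeded at 600 cells/well in Opti-MEM with 2% FBS, pin-dosed and incubated 48 h at 37°C. Acumen cytometry (488 nm) gave the GFP/RFP total-intensity ratio.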
NPSR antagonist = antagonists of human neuropeptide S receptor cAMP signaling. actives 1% (n = 220,000). Q6W5P4. AID 1461. CHO-NPSR cells, cAMP TR-FRET, antagonist mode. Potency, µM (doses to about 38.3 µM), inactives show at the top dose activity change, negative = inhibition, usual class: inhibitors; note: potency is the fitted concentration of half-maximal effect; % is set by controls: 0 for no effect and ±100 for the full control effect; nearly all actives have a fitted effect of over 50% in size; many of its hits are not listed in these tables
Epigenetic reg = derepresses silenced GFP reporter in murine cells; AID 1865; actives 0.2% (n = 280,000); murine LDR cells, GFP reporter derepression, 30 h; Potency, µM (top dose mostly 53.9 µM), for inactives: at the highest dose GFP activation, usual class: activators; note: potency is the fitted concentration of half-maximal effect; % of control where 0% means no effect; nearly all actives have a fitted effect of over 60% in size
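GFP-positive cell count by laser-scanning cytometry (objects 20–120 um) after 30 h, 37 C compound exposure of murine LDR cells; reporter is CMV-GFP integrated at a silenced locus, inducible by HDAC or DNMT inhibitors.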
KinaseGlo FLuc = Kinase-Glo luciferase inhibition (counter-screen) | Q27757 | Kinase-Glo luciferase, ATP luminescence, 8 min | Potency, µM (titrated, usually from 38.3 µM), inactives show top-dose activity change, negative = inhibition, hits mostly inhibitors | actives 0.28% (n = 200,000) | AID 1379; note: potency is the fitted concentration of half-maximal effect; % is set by controls: 0 for no effect and ±100 for the full control effect; nearly all actives have a fitted effect of over 60% in size
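Light output from Kinase-Glo luciferase with luciferin and 10 uM ATP in 50 mM imidazole pH 7.2, KCl, MgCl2, Tween 20, BSA; compound pin-delivered, 8-min ambient incubation, then luminescence read.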
Starred values were filed as active, the others as inactive; ? = inconclusive; nt = no result given; [ ] = another dose, or the depositor's remark. Unless noted, calls come from the whole dose curve; as a rule, active = well fitted curve in the direction sought with a large enough effect; inconclusive = small, poorly fitted or top-dose-only effect, or another doubt; inactive = no such curve, though single readings can be large; an effect the other way counts as inactive or inconclusive.

SMILES	IMPase Li cell	GLA spleen mod	CBFb-RUNX1 inh	Lamin A splicing	NPSR antagonist	Epigenetic reg	KinaseGlo FLuc
COC(=O)c1cc(=O)[nH]c(SCc2cccc(C)c2)n1	-10%	4%	11%[2.36 µM]	12%	-1%	-0.3%	3%
CC(=O)N1CCC2(CC1)C/C(=N\NC(=S)Nc1ccc(C)cc1)c1cc(O)ccc1O2	4%	-15%	-26%	?	-46%	2.6%	2%
COC(=O)CC(CP(=O)(O)CN(C)C=O)C(=O)OC (configuration not stated)	nt	5%	-1%	nt	-3%	0.2%	nt
CC(C)c1cccc2nc3c(c(C(C)(C)C)c12)Cn1c-3cccc1=O	-13%	?	?	nt	nt	0.4%	-1%
CN(C)CCNC(=O)COc1ccc(Cl)cc1Cl	-5%	1%	7%	-4%	14%	0.2%	4%
COc1ccc(C(=O)Nc2ccc(S(=O)(=O)N3CCCCC3)cc2)cc1	18%[38.3 µM]	-4%	6%	12%	-13%[46.1 µM]	1.1%	0%
CCCCc1nc2n[nH]c(N)c2c2c1CCC2	24%[38.3 µM]	5%	-3%	6%	-20%[46.1 µM]	-1.6%	-9%
CCc1nnc(NC(=O)c2ccc(NC(=O)C(C)C)cc2)s1	10%	6%	6%	-8%[46 µM]	1%	-2.1%	0%
CCCSc1nc2c(c(=O)n(C)c(=O)n2C)n1C	nt	4%	-1%	nt	-11%	-3.2%	nt
CCN=C(NS(=O)(=O)c1ccc(Br)cc1)c1ccc(Cl)cc1	10%	2%	7%	nt	-9%	5.1%	0%
COc1ccc(OC)c(C2C(C(C)=O)=C(O)C(=O)N2c2ccc(F)cc2)c1 (configuration not stated)	?	-2%	2%	-5%	-3%[46.1 µM]	-0.4%	17%
COCc1c(C(=O)Nc2nc(C)cs2)oc2ccccc12	3%	-6%	3%	-14%[46 µM]	-8%	-0.6%	-2%
CCCOC(=O)/C=C/c1c(C)[nH]c(=O)[nH]c1=O	2%	3%	2%	-2%	20%	0.0%	-1%
CC1(C)OC2OC(C(=O)N/N=C/c3ccccc3F)C3OC(C)(C)OC3C2O1 (configuration not stated)	-5%	-1%	3%	-4%	3%	-2.2%	3%
NC(=O)C1CCN(C(=O)N2c3ccccc3Sc3ccccc32)CC1	16%[38.3 µM]	-3%	-12%	?	-14%[46.1 µM]	-2.4%	0%

Looked up by compound from the entries so far:
SMILES	IMPase Li cell	GLA spleen mod	CBFb-RUNX1 inh	Lamin A splicing	NPSR antagonist	Epigenetic reg	KinaseGlo FLuc
COc1ccc(C(=O)Nc2ccc(S(=O)(=O)N3CCCCC3)cc2)cc1	18%[38.3 µM]	-4%	6%	12%	-13%[46.1 µM]	1.1%	0%
COC(=O)CC(CP(=O)(O)CN(C)C=O)C(=O)OC (configuration not stated)	nt	5%	-1%	nt	-3%	0.2%	nt

Additional records follow:
SMILES	IMPase Li cell	GLA spleen mod	CBFb-RUNX1 inh	Lamin A splicing	NPSR antagonist	Epigenetic reg	KinaseGlo FLuc
O=C(N/N=C/c1ccccc1Cl)c1cccc(F)c1	5%[38.3 µM]	-4%	6%	15%	-6%[46.1 µM]	1.9%	-26%
Cc1ccc(C(=O)N/C(=C/c2ccco2)C(=O)NCC2CCCO2)cc1 (configuration not stated)	7%	-10%	4%	0%	6%	0.9%	-2%
CCCOc1ccc(N2CC(C(=O)Nc3ncccc3C)CC2=O)cc1 (configuration not stated)	-5%[38.3 µM]	7%	0%	-2%	-10%[46.1 µM]	-0.7%	1%
COc1ccc(-c2oc3cc(OC)c(OC(C)=O)c(OC)c3c(=O)c2OC)cc1OC(C)=O	10%	-7%	2%[21.7 µM]	nt	nt	22%	1%
O=C(O)c1cc2nc3c(c(C(F)(F)F)n2n1)CCCC3	-4%	-6%	1%	?	-2%	-1.1%	-7%
Cc1cnc(NC(=O)CSc2nc3ccccc3c(=O)[nH]2)s1	3%	-3%	-3%	-10%	7%[46.1 µM]	2.4%	-4%
CCC(=O)c1ccc(N2CCN(C(=O)Cc3ccccc3)CC2)c(F)c1	41%[activator][38.3 µM]	3%	12%	-19%	-12%[46.1 µM]	-0.3%	1%
Cc1cc2ncc(C(=O)N=CN(C)C)cn2n1	0%	-17%	23%	nt	15%	-1.1%	-1%
O=C(O)c1ccccc1OCCOc1ccccc1	-1%	-11%	6%	?	-7%[46.1 µM]	-2.2%	1%
CCOC(=O)CSc1nc2ccccc2c(=O)n1CC1CCCC1	15%	10%	23%	-8%	?	1.0%	0%
C=CCNC(=S)NNC(=O)C(CCC(C)C)CC(C)(C)O (configuration not stated)	0%[38.3 µM]	8%	4%	5%	-9%[46.1 µM]	-2.8%	-4%
O=c1c(C=NCCN2CCNCC2)c(-c2ccccc2)[nH]n1-c1ccc([N+](=O)[O-])cc1	5%	6%	8%	-4%[46 µM]	17%	3.1%	-5%
Cc1cccnc1NC(N)=S	0%	-4%	2%	nt	6%	1.2%	-1%
O=C(O)CSc1nc2ccccc2[nH]1	-1%	6%	7%	?	-3%[46.1 µM]	-0.2%	-3%[7.66 µM]
O=C(Oc1ccccc1)N1CCC2(CC1)CN(c1ccncc1)C2	24%	1%	nt	nt	nt	nt	-3%
COc1ccc(C2CC(c3ccc(OC)c(OC)c3)=NN2S(C)(=O)=O)cc1 (configuration not stated)	nt	12%	5%	nt	0%	-1.0%	nt
O=C(Nc1cccc(Cl)c1)Nc1nc(-c2ccc(Cl)cc2)cs1	7%[38.3 µM]	1%	0%	14%	0%[46.1 µM]	-2.0%	-3%
Cc1ccc(C(C)C)c(OCC(=O)Nc2ccccc2N2CCN(C)CC2)c1	26%[38.3 µM]	16%	-4%	?	?	-2.8%	-8%
O=C(c1cccnc1)N1CCN(C/C=C/c2ccccc2)CC1	-14%	4%	4%	3%[46 µM]	-1%	-1.3%	1%
Cc1ccc(C)c(-c2csc(N/N=C/c3ccco3)n2)c1	-6%	-6%	?	nt	-36%	1.5%	2%
COc1ccc(/C=C2\N=C(SC)N(c3ccccc3OC)C2=O)cc1	6%	4%	11%	?	-8%	-3.5%	-1%
Cc1ccc(C2CC(=O)Nc3cc4c(cc32)OCCO4)s1 (configuration not stated)	16%[38.3 µM]	-14%	4%	-9%	-13%[46.1 µM]	-1.1%	3%
CCCCNC(=O)CSc1nnc(-c2ccco2)n1C	-2%[38.3 µM]	-3%	12%	0%	-7%[46.1 µM]	1.1%	-4%
Cn1c(-c2ccccc2)n[nH]c1=S	nt	-10%	7%	nt	-5%	-0.2%	nt
CSc1ccccc1C(=O)C1CCCN(S(=O)(=O)c2c(C)noc2C)C1 (configuration not stated)	10%	7%	-3%	-12%[46 µM]	35%	13%	1%
COc1cccc(Cn2c(=O)cnc3cnc(N4CCN(C)CC4)nc32)c1	19%	-2%	nt	-11%	nt	nt	nt
O=C(Nc1ccc(N2CCN(C(=O)c3ccco3)CC2)cc1)c1ccccc1F	4%[38.3 µM]	-4%	12%	?	-6%[46.1 µM]	2.2%	-5%
O=C(Cc1ccc(Cl)cc1)NNC1CC(=O)N(c2ccc3ccccc3c2)C1=O (configuration not stated)	nt	1%	-10%	nt	-6%	1.4%	nt
Fc1ccc(CSc2nc3ccccc3[nH]2)c2ccccc12	16%[38.3 µM]	6%	0%	?	?	2.2%	-5%
COc1ccc(CCNC(=O)CN2CCCc3ccccc32)cc1OC	1%[38.3 µM]	-1%	-6%	-11%	-9%[46.1 µM]	3.1%	-3%

Single records (already shown). Order of values: IMPase Li cell	GLA spleen mod	CBFb-RUNX1 inh	Lamin A splicing	NPSR antagonist	Epigenetic reg	KinaseGlo FLuc
`COc1ccc(OC)c(C2C(C(C)=O)=C(O)C(=O)N2c2ccc(F)cc2)c1` (configuration not stated) is listed with ?	-2%	2%	-5%	-3%[46.1 µM]	-0.4%	17%
`O=C(Nc1ccc(N2CCN(C(=O)c3ccco3)CC2)cc1)c1ccccc1F` is listed with 4%[38.3 µM]	-4%	12%	?	-6%[46.1 µM]	2.2%	-5%
`COC(=O)c1cc(=O)[nH]c(SCc2cccc(C)c2)n1` is listed with -10%	4%	11%[2.36 µM]	12%	-1%	-0.3%	3%
`COc1ccc(CCNC(=O)CN2CCCc3ccccc32)cc1OC` is listed with 1%[38.3 µM]	-1%	-6%	-11%	-9%[46.1 µM]	3.1%	-3%
`CCCOc1ccc(N2CC(C(=O)Nc3ncccc3C)CC2=O)cc1` (configuration not stated) is listed with -5%[38.3 µM]	7%	0%	-2%	-10%[46.1 µM]	-0.7%	1%

Further records follow.
SMILES	IMPase Li cell	GLA spleen mod	CBFb-RUNX1 inh	Lamin A splicing	NPSR antagonist	Epigenetic reg	KinaseGlo FLuc
CNS(=O)(=O)/C=C/c1ccccc1	-8%	-4%	1%	nt	15%	-2.6%	-1%
COc1cccc(-n2c(SCC(=O)OC(C)C)nnc2-c2cccnc2)c1	-5%[38.3 µM]	0%	-1%	13%	-9%[46.1 µM]	-0.8%	0%
Cc1ccccc1NC(=S)NN1CCN(C)CC1	-5%[38.3 µM]	-2%	6%	7%	-4%[46.1 µM]	0.0%	6%
Cc1ccc(N2CCN(c3ccc(C)cc3)C(CC(=O)O)C2=O)cc1 (configuration not stated)	19%[38.3 µM]	8%	4%	1%	-3%[46.1 µM]	-1.1%	-1%
CCC(Sc1nc(=O)cc(N)n1CCc1ccccc1)C(=O)Nc1ccccc1C#N (configuration not stated)	15%[38.3 µM]	3%	-2%	2%	-13%[46.1 µM]	-1.3%	0%
Nc1cc(S(=O)(=O)O)cc([N+](=O)[O-])c1O	16%	3%	4%	nt	-2%	-1.1%	-5%
COc1ccc2c(c1OC)C(=O)N1c3ccccc3C(=O)N(c3ccccc3F)C21 (configuration not stated)	31%[38.3 µM]	1%	5%	?	?	0.9%	-1%
COC(=O)c1ccccc1NC(=O)COC(=O)c1cccnc1	21%[38.3 µM]	-1%	-1%	-1%	-9%[46.1 µM]	1.0%	-5%
COc1ccc(/C=C/C(=O)Nc2ccccc2C(F)(F)F)cc1	-15%	11%	-18%	-3%	10%	-3.0%	-9%
CC1CCCN(C(C(=O)Nc2ccc3c(c2)OCO3)c2ccccc2)C1 (configuration not stated)	12%[38.3 µM]	-4%	4%	-3%	-18%[46.1 µM]	0.0%	16%
CCCSc1nnc(-c2ccccc2NC(=O)CC)c(=O)[nH]1	11%[38.3 µM]	4%	13%	4%	3%[46.1 µM]	1.1%	1%

Screening data (PubChem BioAssay)

Not all compounds are listed. The share of hits here may be higher or lower than overall.
